# APOBEC3A inh – blocks human APOBEC3A ssDNA deamination; P31941; recombinant A3A, FAM/TAMRA ssDNA deamination fluorescence; inhibition, % at 20 µM; 0.41% of 330,000 active; AID 493011;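 active = at least 40% inhibition at 20 µM here, with at most 30% in a related deaminase screen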;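 also: plate controls were A3A with DMSO for no effect and wells lacking A3A enzyme for full effect; some results filed as inactive read as strong as hits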
# Target sequence (P31941 whole entry, looked up): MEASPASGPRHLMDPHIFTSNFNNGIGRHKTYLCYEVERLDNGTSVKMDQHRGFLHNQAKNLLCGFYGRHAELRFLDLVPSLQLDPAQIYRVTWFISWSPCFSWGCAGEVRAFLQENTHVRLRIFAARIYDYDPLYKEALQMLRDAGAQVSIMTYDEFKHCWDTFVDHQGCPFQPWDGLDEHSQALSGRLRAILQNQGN
# mIAP block – mouse IAP inhibition. purified mouse IAP, CDP-Star luminescence, 30 min. inhibition, % at 10 µM. 0.2% of 330,000 active. AID 2806;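 active = inhibition of at least 40% at 10 µM in the primary screen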;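 also: plate controls were DMSO with enzyme for no effect and no enzyme wells for full effect; values of inactives mirror those of a sister screen read the other way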
# hIAP activ – human IAP activation. purified human IAP, CDP-Star luminescence, 30 min; active compounds read high; 1 = vehicle-only enzyme, 0 = enzyme-free background. activation factor at 10 µM. 0.16% of 330,000 active. AID 2524;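 active = activation factor of the enzyme at least 2-fold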; also: the source names both 10 and 20 µM as test concentration; values of inactives mirror those of a sister screen read the other way
# mIAP act – increases mouse intestinal alkaline phosphatase activity. muIAP, CDP-Star luminescence, 30 min; active compounds read high; 1 = vehicle-only enzyme signal, 0 = enzyme-free wells. activation factor at 10 µM. 0.24% of 330,000 active;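 active = activation factor of at least 2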; also: the source names both 10 and 20 µM as test concentration; values of inactives mirror those of a sister screen read the other way
#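 Assay system: mouse IAP enzyme / Compound: DMSO-dissolved test compounds / Timing: 30 min, room temperature / Measured by: luminescence from enzymatic CDP-Star hydrolysis / Control set: DMSO-only wells, enzyme-free buffer wells as negative control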
# SENP1 inh – SENP1 (human) catalytic domain inhibition | Q9P0U3 | recombinant SENP1 catalytic domain, CyPet-SUMO1-YPet FRET cleavage | inhibition, % at 10 µM | 0.21% of 360,000 active;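 active = inhibition at least 30% at 10 µM, raw YFP signal under a set limit, fluorescence ratio 0.5 to 1.5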;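 also: 0% = enzyme with DMSO and 100% = no enzyme wells; some results filed as inactive read as strong as hits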
# Target sequence (Q9P0U3 419-644 limits assumed): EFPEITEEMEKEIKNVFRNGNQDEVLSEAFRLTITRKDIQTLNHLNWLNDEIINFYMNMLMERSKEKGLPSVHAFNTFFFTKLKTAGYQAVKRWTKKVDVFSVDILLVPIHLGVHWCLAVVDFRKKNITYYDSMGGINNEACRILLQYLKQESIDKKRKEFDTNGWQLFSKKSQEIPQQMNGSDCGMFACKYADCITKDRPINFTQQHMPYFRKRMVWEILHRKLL
#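 Test system: human SENP1 catalytic domain; medium: Tris pH 8 buffer plus EDTA, NaCl, BME, BSA, NP40, catalase; incubation: 50 min reaction at room temperature; technique: FRET, CFP and YFP emission; controls: no-enzyme low control and enzyme-plus-DMSO high control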
# MIN6 prolif – inducers of beta-cell replication in MIN6 cells | 0.29% of 330,000 active | proliferation, % at 10 µM | AID 2380 | MIN6 cells proliferation, ATPlite luminescence, 48 h; cells starved in 0.2% serum; 100% = growth in 10% serum;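 active = compounds whose signal lies at least 3.5 SD above the mean of all wells on their plate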;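 also: 0% = DMSO-treated cells in low-serum medium and 100% = 10% serum control; some compounds called inactive have numbers as strong as hits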
# NALP3 yeast inh – NALP3 inhibition in yeast; Yeast reconstituted NLRP3/ASC/caspase-1, beta-gal luminescence, 24 h; inhibition, % at 10 µM; 0.39% of 330,000 active; AID 2825;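 active = inhibition of 50% or more; inactive = inhibition below 50%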;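 also: plate controls were induced DMSO wells for no effect and uninduced yeast grown without galactose for full effect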
# hIAP inh – human IAP inhibition | 0.12% of 330,000 active | AID 2544 | P09923 | purified IAP, CDP-Star luminescence, 30 min | inhibition, % at 10 µM;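 active = inhibition reaching a set limit with compound at 10 µM in the primary screen, cut at about 35% in these data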;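 also: plate controls were DMSO wells with enzyme for no effect and no-enzyme buffer wells for full effect; values of inactives mirror those of a sister screen read the other way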
# APOBEC3G inh – blocks human APOBEC3G single-stranded DNA deamination; 0.28% of 330,000 active; recombinant A3G, ssDNA deamination FAM/TAMRA fluorescence; AID 493012; Q9HC16; inhibition, % at 20 µM;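 active = inhibition of at least 40% at 20 µM, with no more than 30% in the related APOBEC3A deaminase screen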;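 also: plate controls were DMSO wells with A3G for no effect and wells lacking A3G enzyme for full effect; some compounds called inactive have numbers as strong as hits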
# Target sequence (Q9HC16 whole entry, looked up): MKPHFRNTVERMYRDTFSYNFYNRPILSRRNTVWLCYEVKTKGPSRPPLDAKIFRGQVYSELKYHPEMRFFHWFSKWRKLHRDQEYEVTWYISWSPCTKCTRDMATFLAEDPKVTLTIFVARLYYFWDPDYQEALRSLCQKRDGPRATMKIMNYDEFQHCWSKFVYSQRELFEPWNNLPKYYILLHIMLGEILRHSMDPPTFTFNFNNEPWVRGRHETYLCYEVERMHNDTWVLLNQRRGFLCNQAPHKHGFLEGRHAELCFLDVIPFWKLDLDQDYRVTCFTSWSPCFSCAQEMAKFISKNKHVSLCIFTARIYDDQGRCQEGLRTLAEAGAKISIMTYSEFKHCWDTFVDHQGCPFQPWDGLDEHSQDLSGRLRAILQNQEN
# * = called active by the depositor; / = no result given.
smiles	APOBEC3A inh	mIAP block	hIAP activ	mIAP act	SENP1 inh	MIN6 prolif	NALP3 yeast inh	hIAP inh	APOBEC3G inh
CSCCC(NC(=O)C1CCC(C)CC1)C(=O)NCc1ccco1 (configuration not stated)	0	4	1.1	0.96	0	-3	13	-5	24
CN(C)C(=O)CNC(=O)C1CCCCC1	-3	-6	0.84	1.1	2	-2	0	16	2
Cc1ccc(NC(=S)Nc2cccc3ccccc23)cc1	-7	-6	1.1	1.1	-35	-8	20	-13	-7
Cc1nnc(SCCn2c(N3CCC(Cc4ccccc4)CC3)nc3c2c(=O)[nH]c(=O)n3C)s1	6	4	1.1	0.96	/	2	5	-14	1
O=C(Nc1ccccc1C(=O)N1CCCC1)c1ccccc1	-2	12	0.72	0.88	2	1	21	28	-4
COc1ccc(NC(=O)c2nc(C)c(C3(C)CC(c4ccccc4)=NO3)s2)cc1 (configuration not stated)	-5	1	1.1	0.99	0	-8	14	-9	-12
O=C(Nc1ccccc1)N(O)c1ccc(Cl)cc1	2	1	0.97	0.99	1	-2	10	3	-5
CC(C)OP(=O)(OC(C)C)C(O)c1ccc2c(c1)OCO2 (configuration not stated)	0	3	1.1	0.97	2	1	-2	-8	0
CSc1ccccc1NC(=O)Nc1ccccc1Cl	-6	-21	1.1	1.2	2	-2	-8	-7	-2
COC(=O)c1ccc(C(=S)NCC2(N(C)C)CCCCC2)cc1	3	4	0.83	0.96	3	1	-4	17	6
COc1cccc(NC(=O)c2cnn(-c3ccccc3)c2C)c1	-1	8	0.91	0.92	1	-3	51*	9	5
CCOC(=O)Cn1c(-c2ccc(OC)cc2)c(-c2ccc(OC)cc2)nnc1=O	-9	-4	1	1	3	-1	10	-4	-6
O=C(NCCc1ccc2c(c1)OCCO2)c1ccccc1F	0	-7	0.88	1.1	1	-2	16	12	3
CC(C)(C)C1=Nn2c(nnc2-c2n[nH]c3c2CCC3)SC1	-3	-10	1	1.1	3	4	9	-1	49*
Clc1ccc(Nc2nc(C3CC3)cs2)cc1	-2	21	0.89	0.79	3	-5	20	11	-1
O=C1OCc2cc(NC(=O)C3CCCO3)ccc21 (configuration not stated)	1	3	0.94	0.97	0	-4	7	6	-3
CCOC(=O)c1cccc(NC(=O)CNC(=O)C2CCCCC2)c1	-5	-8	1.1	1.1	-1	-1	-2	-10	-5
CCCN1Cc2cccc(C(=O)NCCc3cccc(C)c3)c2C1=O	2	5	0.94	0.95	1	7	21	6	0
COC(=O)CNc1nc(Cl)nc(NC2CCCCC2)n1	-3	3	0.95	0.97	2	-1	14	5	-4
CC1(C)CC(=O)C(C=NCc2ccccn2)=C(O)C1	-10	-6	1.3	1.1	1	-4	17	-32	0
COc1ccccc1NC(=O)C1CCCN(C(=O)NCc2ccccc2)C1 (configuration not stated)	-1	2	1.1	0.98	-3	-4	13	-8	-3
O=C(O)CCc1nc2cc(Cl)ccc2n(Cc2ccccc2)c1=O	-1	-1	0.86	1	-6	-3	4	14	-5
Fc1ccc(NC(=S)Nc2nccs2)cc1	-5	22	1	0.78	-1	-6	43	-4	-7
CCC1C(=O)Nc2ccccc2N1C(=O)c1ccc(Cl)nc1 (configuration not stated)	-1	4	0.97	0.96	1	1	-11	3	-6
CN(CC(=O)Nc1ccc(Cl)cc1)C(=O)CCC1CCCC1	-2	-4	1.1	1	1	-4	19	-8	-6

# NALP3 yeast inh: what is marked active above
Compound | APOBEC3A inh | mIAP block | hIAP activ | mIAP act | SENP1 inh | NALP3 yeast inh | hIAP inh | APOBEC3G inh
COc1cccc(NC(=O)c2cnn(-c3ccccc3)c2C)c1 | -1 | 8 | 0.91 | 0.92 | 1 | 51* | 9 | 5

# Next part
smiles	APOBEC3A inh	mIAP block	hIAP activ	mIAP act	SENP1 inh	MIN6 prolif	NALP3 yeast inh	hIAP inh	APOBEC3G inh
CCOc1ccccc1N(C(=O)c1snc(C(N)=O)c1N)C(C(=O)NCC1CCCO1)c1ccc2ncccc2c1 (configuration not stated)	-3	4	0.99	0.96	-29	0	12	1	-9
O=[N+]([O-])c1ccc(O)c(CSc2nnnn2-c2ccccc2)c1	-6	11	0.73	0.89	2	-1	13	26	-4
COC/C=C/C1=CC2=CC(=O)C(C)(OC(=O)c3cnc4ccccc4n3)C(=O)C2=CN1c1cccc(C#N)c1 (configuration not stated)	3	18	0.92	0.82	/	1	9	8	1
CC(C)(C)OC(=O)N1Cc2ccccc2C[C@H]1C(=O)NCC(=O)NCC1CCCO1 (some centres not stated)	-2	-2	1.1	1	1	-1	8	-11	-3
CC1CC(=O)N(CC(=O)Nc2ccc3c(c2)OCO3)c2ccccc2S1 (configuration not stated)	1	-1	0.9	1	-1	3	0	10	-6
O=C(Nc1c(C(=O)N2CCCCC2)cnn1-c1ccccc1)c1ccccc1	-7	4	0.92	0.96	4	-2	14	8	-8
COc1cccc(/C=C/c2[nH]c(=O)[nH]c(=O)c2[N+](=O)[O-])c1O	1	15	0.89	0.85	1	-3	22	11	-6
O=C(COC(=O)c1ccccc1)NC(=O)NC1CCCC1	-1	-10	1.1	1.1	1	-2	0	-8	-8
CCOC(=O)c1sc(=NC(=O)c2ccc(F)cc2)n(C)c1C	-5	4	1.1	0.96	2	1	17	-5	-5
COc1ccccc1NC(=O)COc1ccc(Br)cc1CNCCCN1CCOCC1	0	-10	1.1	1.1	0	-3	14	-10	-4
N#Cc1nc(-c2ccccc2)oc1NCc1ccco1	1	-9	1	1.1	-2	1	19	-3	-6
COc1ccc(-n2c(C)cc(C(=O)COC(=O)Cn3cnc4ccccc43)c2C)cc1	0	-4	0.99	1	-4	-4	15	0	-6
CCn1c(SCc2ccccc2)nc2cc(S(N)(=O)=O)ccc21	-4	6	1	0.94	1	0	6	-2	-9
CC(C)c1ccc(/C=C/C(=O)NC2=NCCS2)cc1	0	8	1.2	0.92	/	-4	24	-22	7
CCOC(=O)N1CCN(C(=O)COC(=O)c2ccc([N+](=O)[O-])cc2Cl)CC1	-1	0	0.84	1	0	-1	13	16	-8
CCOc1ccc(NC(=O)CCC(=O)c2ccc(-c3ccccc3)cc2)cc1	-2	-1	1.1	1	7	-3	2	-8	-6
O=C(NC1CCCCC1)c1cc(-c2cccc(Cl)c2)on1	2	2	0.98	0.97	-2	0	25	2	0
CCc1nc(SCC(=O)Nc2nc3c(s2)CCCC3)c2ccccc2n1	-2	10	1.2	0.9	1	2	4	-15	-3
CC(C)(C)NC(=O)N1CCN(c2nc(-c3ccccc3)ns2)CC1	-3	-21	1.3	1.2	0	1	2	-27	-2
Cc1cc(C)c2cc3c(N)c(C(=O)N4CCc5ccccc5C4)sc3nc2c1	-6	7	0.83	0.93	7	-3	6	17	-8
CCOc1ccc(C(=O)N2CCCC2)cc1	0	-4	0.95	1	2	-2	16	5	1
Cc1c(C(=O)N2CCOCC2)oc2ccc(Br)cc12	0	16	0.94	0.84	-2	1	40	6	-5
CN1CC(c2ccccn2)C2(SC(=S)N(Cc3ccccc3)C2=O)C12C(=O)Nc1ccccc12 (configuration not stated)	-1	13	1.1	0.87	3	-6	8	-11	-4
Cc1ccc(CNc2nc(C)c(C(=O)N(C)C)s2)cc1	-5	-1	0.95	1	2	-3	-2	5	-8
Cc1nn(C(C)C(=O)NC(C)CCc2ccccc2)c(=O)c2cc3occc3n12 (configuration not stated)	-2	-4	1.2	1	-4	-2	11	-16	5

# Limited to mIAP block and MIN6 prolif, for 2 of the compounds above:
smiles	mIAP block	MIN6 prolif
COc1cccc(/C=C/c2[nH]c(=O)[nH]c(=O)c2[N+](=O)[O-])c1O	15	-3
O=C(COC(=O)c1ccccc1)NC(=O)NC1CCCC1	-10	-2

# Whole records as entered above.
# Record of COc1ccccc1NC(=O)COc1ccc(Br)cc1CNCCCN1CCOCC1 → APOBEC3A inh: 0; mIAP block: -10; hIAP activ: 1.1; mIAP act: 1.1; SENP1 inh: 0; MIN6 prolif: -3; NALP3 yeast inh: 14; hIAP inh: -10; APOBEC3G inh: -4
# Record of Cc1cc(C)c2cc3c(N)c(C(=O)N4CCc5ccccc5C4)sc3nc2c1 → APOBEC3A inh: -6; mIAP block: 7; hIAP activ: 0.83; mIAP act: 0.93; SENP1 inh: 7; MIN6 prolif: -3; NALP3 yeast inh: 6; hIAP inh: 17; APOBEC3G inh: -8
# Record of O=[N+]([O-])c1ccc(O)c(CSc2nnnn2-c2ccccc2)c1 → APOBEC3A inh: -6; mIAP block: 11; hIAP activ: 0.73; mIAP act: 0.89; SENP1 inh: 2; MIN6 prolif: -1; NALP3 yeast inh: 13; hIAP inh: 26; APOBEC3G inh: -4

# Next records follow:
# Sequence of screens: APOBEC3A inh	mIAP block	hIAP activ	mIAP act	SENP1 inh	MIN6 prolif	NALP3 yeast inh	hIAP inh	APOBEC3G inh
Cc1cc(C)c(C)c(S(=O)(=O)Nc2cccc(-n3cnnn3)c2)c1C
 : -2	4	1.1	0.96	0	-3	-4	-7	-6
CN(C)CCOC(=O)c1ccc2[nH]c3c(c2c1)CSCC3
 : 3	-7	1.1	1.1	-20	-5	6	-7	-6
CC(=O)N(CN1C(=O)CCC1=O)c1cccc(Cl)c1
 : 1	2	1.1	0.98	2	-2	2	-12	-4
CC1CC(C)(C)NC(=S)N1CC(=O)NCc1ccc(F)cc1 (configuration not stated)
 : -1	-5	1	1	3	0	-2	-2	-15
CN1CCN(Cc2ccc(OCc3ccccc3)cc2)CC1
 : 0	10	0.86	0.9	2	-4	17	14	-7
CCN(CC)CCCn1c2c(c(SCC(=O)Nc3ccc(F)c(F)c3)nc1=O)CCC2
 : -1	0	1	1	1	2	25	-4	-6
CC(=O)Nc1ccc(N(C)C)cc1[N+](=O)[O-]
 : 2	4	1.1	0.96	2	-3	25	-11	-1
COC(=O)CNC(=O)CSc1nnc2cc(C)c3ccccc3n12
 : 0	-7	0.96	1.1	0	0	-9	4	-9
COc1cc2[nH]c(=S)n(CCCN3CCOCC3)c(=O)c2cc1OC
 : -2	6	1	0.94	1	-1	24	-1	-6
COc1cccc(OCC(=O)Nc2ccccc2-c2ccccc2)c1
 : -3	8	0.96	0.92	1	-1	19	4	-9
Cc1ccc(CCCOC(=O)C[N+]2(C)CCCCC2)cc1
 : 75*	0	1	1	1	-3	4	-3	28
COc1ccccc1N1CCN(Cc2cccc(OC)c2OC)CC1
 : 5	0	0.89	1	0	3	5	11	1
O=c1sc(Nc2ccccc2)nc2ccccc12
 : 0	-6	0.97	1.1	-2	-2	-2	3	-9

# Not all compounds are listed (hit frequency here may not be typical).
